High-throughput results (PubChem)
TRPC4 potent: positive allosteric modulators of TRPC4, primary screen, cell-based, mouse TRPC4beta, HEK293 mu-opioid, Fluo-4 calcium. B-score at 10 µM. AID 2227, 2009. DAMGO EC20, Fluo-4 Ca2+ flux; hits give high values. 310,000 tested, 0.42% active;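 active means B-score of calcium response area above 5 SD of library B-scores, with initial fluorescence ratio within 5 SD of library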;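 further: B-score of integrated fluorescence ratio over time as area under calcium response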
Target sequence (Q9QUQ5 whole entry, looked up): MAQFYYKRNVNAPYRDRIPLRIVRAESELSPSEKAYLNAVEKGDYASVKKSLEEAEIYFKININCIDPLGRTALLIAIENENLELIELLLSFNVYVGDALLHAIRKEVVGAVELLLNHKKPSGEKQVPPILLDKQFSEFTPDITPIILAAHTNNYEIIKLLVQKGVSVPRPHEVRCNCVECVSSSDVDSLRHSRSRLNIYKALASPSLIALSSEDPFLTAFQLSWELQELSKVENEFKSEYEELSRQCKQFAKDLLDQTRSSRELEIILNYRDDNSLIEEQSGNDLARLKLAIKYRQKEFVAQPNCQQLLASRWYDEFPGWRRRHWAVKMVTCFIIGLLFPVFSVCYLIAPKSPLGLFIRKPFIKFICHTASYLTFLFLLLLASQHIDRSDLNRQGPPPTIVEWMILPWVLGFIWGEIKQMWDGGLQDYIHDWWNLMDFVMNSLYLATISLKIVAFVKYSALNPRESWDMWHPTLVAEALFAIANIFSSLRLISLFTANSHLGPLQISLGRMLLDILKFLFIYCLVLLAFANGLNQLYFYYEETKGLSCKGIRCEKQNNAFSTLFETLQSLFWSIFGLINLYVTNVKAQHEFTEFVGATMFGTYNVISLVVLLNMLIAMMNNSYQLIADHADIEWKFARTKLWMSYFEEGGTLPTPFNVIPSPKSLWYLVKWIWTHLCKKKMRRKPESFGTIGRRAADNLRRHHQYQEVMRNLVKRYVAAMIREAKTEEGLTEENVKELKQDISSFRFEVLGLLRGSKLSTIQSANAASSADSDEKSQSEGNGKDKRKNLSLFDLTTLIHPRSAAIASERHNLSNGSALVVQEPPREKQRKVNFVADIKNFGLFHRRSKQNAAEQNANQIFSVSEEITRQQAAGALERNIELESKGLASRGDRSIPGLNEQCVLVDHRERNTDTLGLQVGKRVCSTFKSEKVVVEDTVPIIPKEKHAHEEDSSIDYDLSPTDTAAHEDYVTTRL
TRPC6 activator: mouse TRPC6 channel activators, primary screen, cell-based, HEK293, membrane potential dye; B-score at 10 µM; HEK293-TRPC6 membrane potential dye fluorescence; hits give high values; 310,000 tested, 0.13% active; Short transient receptor potential channel 6 (Mus musculus), Q61143;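 active means B-score of the integrated fluorescence ratio above library mean plus 3 SD, and starting fluorescence ratio within library mean plus 5 SD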;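 further: higher score means more depolarization so channel activation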
TRPC4 block: inhibitors of mouse TRPC4 channel, primary screen, Fluo4 calcium, HEK293 TRPC4beta/mu-opioid cells. 300,000 tested, 0.39% active. DAMGO-evoked Fluo4 calcium flux; hits give low values. Short transient receptor potential channel 4 (Mus musculus), Q9QUQ5. B-score at 10 µM;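 active means B-score over 3 SD under the library average, no early fluorescence shift, positive overall ratio signal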
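Assay system: HEK293 cells with stable TRPC4beta plus mu-opioid receptor expression. Dosing: single dose. Measured by: Fluo4 Ca2+ flux fluorescence. Also added: DAMGO in two steps, submaximal then maximal. Read-out: B score from integrated Fluo4 fluorescence ratio.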
MrgX1 agonist: agonists of human MrgX1 receptor, primary screen, HEK293 cells, Fluo-4 calcium flux; Fluo-4 calcium fluorescence, agonist mode; hits give high values; 310,000 tested, 0.44% active; B-score at 10 µM; Mas-related G-protein coupled receptor member X1 (Homo sapiens), Q96LB2;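 active means calcium response B-score plate-corrected fluorescence ratio at least 3 library SD, with starting fluorescence B-score inside 5 SD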
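Material: MrgX1-expressing HEK293 cells; input: 15,000 cells per well; doses: test compound given as first of three sequential additions; schedule: overnight plating before 1 h dye loading; technique: Fluo-4 NW calcium-flux fluorescence, kinetic read; evaluation: baseline-normalised fluorescence change ratio, B-scored; control set: plate-wise positive and negative controls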
TRPC6 inh: mouse TRPC6 channel inhibitors, primary screen, cell-based, HEK293, membrane potential dye; ACh-evoked depolarization; hits give low values; B-score at 10 µM; 310,000 tested, 1.1% active; AID 2553, 2010;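 active means B-score under library mean minus 3 SD, initial fluorescence not abnormally high, positive integrated signal ratio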;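 further: B-score derived from integrated fluorescence ratio over the kinetic read; more negative B-score means stronger inhibition of depolarization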
TRPC4 agonist: activators of mouse TRPC4 channel, primary screen, Fluo4 calcium, HEK293 TRPC4beta/mu-opioid cells; Short transient receptor potential channel 4 (Mus musculus), Q9QUQ5; Fluo4 calcium fluorescence; hits give high values; B-score at 10 µM; 310,000 tested, 0.49% active;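 active means B-score above 5 SD of library B-scores, and initial fluorescence ratio not above library mean plus 5 SD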;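 further: positive B-score marks a calcium rise read as TRPC4 activation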
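system = HEK293 cells stably co-expressing mouse TRPC4beta and mu-opioid receptor | schedule = Fluo4 dye loading 45 min at room temperature, 110 s recording | measure = B-scored integrated calcium fluorescence ratio | signal = Fluo4 calcium-sensitive dye fluorescence, kinetic, 1 Hz baseline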
MrgX1 antagonist: antagonists of human MrgX1 receptor, primary screen, HEK293 cells, Fluo-4 calcium flux | 310,000 tested, 1.3% active | BAM8-22 antagonism; hits give low values | B-score at 10 µM;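 active means calcium-response B-score plate-corrected more than 3 library SD below zero, starting fluorescence within 5 deviations, no agonist response on first addition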;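 further: peak minus trough fluorescence over baseline after final BAM8-22 challenge near maximal dose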
AI-2 QS mod: Vibrio harveyi AI-2 quorum sensing modulators, primary screen, JMH597 strain, luminescence/OD600 ratio | activity change, % at 7.5 µM | Vibrio harveyi JMH597 AI-2 luminescence/OD600 ratio, 9 h; hits give low values; strain lacks LuxN and CqsS sensors; 0 = neutral-control median | 300,000 tested, 0.4% active; in the data active means activity change below about -75%, passing the limit was not always enough;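 further: luminescence divided by OD600 gain over 9 h not by final OD600 alone; inactives centre near 13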
HIF act: HIF pathway transcriptional activators, primary screen, cell-based, U2OS HRE-luciferase, luminescence; activation, % at 7.5 µM (by protocol); 300,000 tested, 0.32% active; U2OS HRE-luciferase reporter; normalized: DMSO 0%, desferrioxamine 100%;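 active means mean activation of at least 10% of the iron chelator positive control signal, with at least half of replicates also reaching 10%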
MrgX1 PAM: positive allosteric modulators of MrgX1, primary screen, HEK293 cells, Fluo-4 calcium flux; Mas-related G-protein coupled receptor member X1 (Homo sapiens), Q96LB2; FDSS; hits give high values; B-score at 10 µM; 310,000 tested, 0.63% active; AID 588675, 2011;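 active means plate-corrected calcium response at least 3 library SD above typical, normal starting fluorescence, not activating the receptor alone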;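 further: compound read alongside a low EC10 to EC30 dose of BAM8-22 agonist; peak minus trough fluorescence over baseline measured at the second addition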
PolyA inh: polyadenylation inhibitors in yeast reporter cells, primary screen, luminescence, S. cerevisiae. S. cerevisiae SKY197-pL101 polyadenylation reporter, beta-gal luminescence; efflux-impaired pdr1/pdr3 knockout yeast; score 100 = 6 SD above DMSO. calls only at 12 µM. 300,000 tested, 0.02% active;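 active means lowest replicate activity score at least 50, where 100 means six control SD above control mean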;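 further: yeast exposed to compound for 9 h at 30 °C; higher score means more reporter readthrough which indicates perturbed polyadenylation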
* hit, by the source's call; i = inactive; x = no result given.

SMILES	TRPC4 potent	TRPC6 activator	TRPC4 block	MrgX1 agonist	TRPC6 inh	TRPC4 agonist	MrgX1 antagonist	AI-2 QS mod	HIF act	MrgX1 PAM	PolyA inh
CCOC(=O)c1cnc(-n2nc(C)cc2C)nc1Oc1ccc(C#N)cc1	i	i	i	i	i	i	i	17	-0.4	i	i
O=C1Nc2ccccc2C12Nc1ccccc1-c1nc3ccccc3n12 (stereo not drawn)	i	i	i	i	i	i	i	3	0.0	i	i
Cc1cc(C)nc(-n2ncc3c2CC(C)CC3=O)n1 (stereo not drawn)	i	i	i	i	i	i	i	27	0.6	i	i
C=CCNC(=O)CCCc1ccccc1	i	i	i	i	i	i	i	30	1.4	i	i
COCCNC(=O)CCc1c(C)nc2nc(-c3cc(OC)cc(OC)c3)nn2c1C	i	i	i	i	i	i	i	1	0.0	i	i
Cc1ccc(OCCNc2cc(N3CCN(CCO)CC3)ccc2[N+](=O)[O-])cc1C	i	i	i	i	i	i	i	5	-0.1	i	i
CCCc1cnc(N2CCN(C(=O)c3ccc(F)cc3)CC2)nc1	i	i	i	i	i	i	i	2	1.2	i	i
CCOC(=O)C1=NOC(CNC(=O)c2ccccc2Cl)C1 (stereo not drawn)	i	i	i	i	i	i	i	13	-0.1	i	i
CCCCN(CCCC)CCCNC(=O)c1ccc2nc(-c3ccccc3NC(C)=O)c(=O)[nH]c2c1	i	i	i	i	i	i	i	9	-0.6	i	i
CCC(C)N(C(=O)CSc1ccc(NC(C)=O)cc1)C1CCS(=O)(=O)C1 (stereo not drawn)	i	i	i	i	i	i	i	29	-0.3	i	i
O=C(O)c1ccc2c(c1)C(=O)N(C(Cc1ccccc1)C(=O)O)C2=O (stereo not drawn)	i	i	i	i	i	i	i	14	0.3	i	i
Cc1ccc2c(c1)sc1nc(=O)n(-c3cccc(Cl)c3)c(=O)n12	i	i	i	i	i	i	i	6	3.2	i	i
CCN(CC)CCCNc1oc(/C=C/c2ccccc2)nc1C#N	i	i	i	i	i	i	i	28	0.2	i	i
O=C(O)c1ccc(/C=C2/SC(=S)N(Cc3ccccc3)C2=O)cc1	i	i	i	i	i	i	i	1	-2.6	i	i
CCOC(=O)c1c(C)c(C)n(Cc2cccc(OC)c2OC)c1C	i	i	i	i	i	i	i	4	-0.5	i	i
Nc1nc(Cl)cc(N2CCCC2)n1	i	i	i	i	i	i	i	17	0.9	i	i
CCOC(=O)CN(C(=O)CSc1nnc(C)n1-c1ccccc1)c1ccccc1	i	i	i	i	i	i	i	-6	-0.5	i	i
CCS(=O)(=O)N1CCN(C(=O)c2cccs2)CC1	i	i	i	i	i	i	i	3	0.1	i	i
O=C(C1CC1)N1CCc2cc(S(=O)(=O)N(CCO)Cc3ccccc3)ccc21	i	i	i	i	i	i	i	74	-2.3	i	i
COc1cccc(-c2cc(C(=O)NC3CC3)c3ccccc3n2)c1	i	i	i	i	i	i	i	13	0.4	i	i
COc1cccc(CNC(=O)Cn2ccc3cc(S(=O)(=O)N4CCCC4)ccc32)c1OC	i	i	i	i	i	i	i	40	x	i	i
CC(C)(C)NC(=O)[C@@H]1CN(Cc2cccnc2)CCN1C[C@@H](O)C[C@@H](Cc1ccccc1)C(=O)N[C@H]1c2ccccc2C[C@H]1O	i	i	i	i	i	i	i	25	-0.1	i	i
O=C(N1CCN(c2ccccn2)CC1)N1c2ccccc2Sc2ccccc21	i	i	i	i	i	i	i	25	0.0	i	i
CCOC(=O)C1C(=O)NC(N2CCN(Cc3ccccc3)CC2)=NC1c1ccco1 (stereo not drawn)	i	i	i	i	i	i	i	9	-0.2	i	i
Cc1cc(C)cc(NC(=O)CN2CCN(CCN=CC3=C(O)CC(C)(C)CC3=O)CC2)c1	i	i	i	i	i	i	i	-1	-0.2	i	i
Continued.
SMILES	TRPC4 potent	TRPC6 activator	TRPC4 block	MrgX1 agonist	TRPC6 inh	TRPC4 agonist	MrgX1 antagonist	AI-2 QS mod	HIF act	MrgX1 PAM	PolyA inh
CCCCC(=O)Nc1nc2c(OC)cc([N+](=O)[O-])cc2s1	i	i	i	i	i	i	i	-5	-1.0	i	i
O=C(CCn1nc(-c2ccc(Cl)cc2)ccc1=O)NCc1cccnc1	i	i	i	i	i	i	i	6	-0.1	i	i
Cc1ccc(NC(=O)CCn2c(=O)[nH]c3ccsc3c2=O)cc1	i	i	i	i	i	i	i	22	-0.4	i	i
C/C(=C\c1cccc(Cl)c1Cl)C(=O)c1c(C)cc(C)[nH]c1=O	19*	i	i	i	i	i	i	-3	-0.4	i	i
Cc1cc(SCC(=O)Nc2cccc(S(N)(=O)=O)c2)c(C)cc1Br	i	i	i	i	i	i	-9.8*	51	-0.5	i	i
CCc1ccc(NC(=O)CN2CCc3ccccc3C2)cc1	i	i	i	i	i	i	i	7	0.0	i	i
Nc1ccc(C(=O)Nc2ccco2)cc1	i	i	i	i	i	i	i	9	1.2	i	i
COCCNC(=S)N1CCCN(c2nc3cc(C)ccc3cc2C#N)CC1	i	12*	i	i	i	i	i	-8	2.8	i	i
CN(C)c1ccc(/C=N/n2cnn(Cc3ccccc3Cl)c2=S)cc1	i	i	i	i	i	i	i	24	1.2	i	i
Cc1c(C)c2ccc(OC(C)C(=O)NC3CC(C)(C)NC(C)(C)C3)cc2oc1=O (stereo not drawn)	i	i	i	i	i	i	i	13	0.3	i	i
CCn1cc(CNCc2ccc(OCC(O)CN(C)Cc3ccccc3)cc2)cn1 (stereo not drawn)	i	i	i	i	i	i	i	20	-0.2	i	i
O=C(NC1CCCC1)c1ccc(CS(=O)(=O)Cc2ccccc2F)o1	i	i	i	i	i	i	i	10	1.2	i	i
COCCN(C(=O)CSc1nnc(-c2ccccc2F)o1)c1c(N)n(CC(C)C)c(=O)[nH]c1=O	i	i	i	i	i	i	i	12	-0.4	i	i
Clc1ccc(Cc2ccc(SCc3ccccc3)nn2)c(Cl)c1	i	i	i	i	i	i	i	-35	-0.3	i	i
COc1cccc(C2C(C#N)=C(C)NC3=C2C(=O)CC(C)(C)C3)c1 (stereo not drawn)	i	i	i	i	i	i	i	28	-0.5	i	i
C/C(CC(C)C)=N\Nc1ccc(S(N)(=O)=O)cc1[N+](=O)[O-]	i	i	i	i	i	i	i	34	1.1	i	i
CCOc1cc(C(=O)NCC2CCCO2)cc(OCC)c1OCC (stereo not drawn)	i	i	i	i	i	i	i	28	-0.4	i	i
CSc1nc(=O)n2cc(C)ccc2n1	i	i	i	i	i	i	i	21	0.0	i	i
COc1ccc(C(C)=O)cc1COC(=O)C(CO)NS(=O)(=O)c1ccc(Br)cc1 (stereo not drawn)	i	i	i	i	i	i	i	7	0.7	i	i
CCOC(=O)c1ccc(NC(=O)CSc2n[nH]c(-c3ccncc3)n2)cc1	i	i	i	i	i	i	i	8	-0.1	i	i
Cn1nc(/C=C/c2ccccc2)ccc1=O	i	i	i	i	i	i	i	1	0.0	i	i
Cc1c(C(=O)O)oc2ccc(S(=O)(=O)NCCC3=CCCCC3)cc12	i	i	x	i	i	i	i	10	-0.2	i	i
CCc1ccc(-c2cc(C)no2)cc1S(=O)(=O)N1CC(=O)Nc2ccccc21	i	i	i	i	i	i	i	-3	-0.3	i	i
CNC(=O)c1sc(Nc2cc(C)ccc2C)nc1C	i	i	i	i	i	i	i	13	0.5	i	i
Cc1sc(NC(=O)CCCC(=O)O)c(C(N)=O)c1-c1ccccc1	i	i	i	i	i	i	i	26	-2.7	i	i

As entered above:
Result for Cc1sc(NC(=O)CCCC(=O)O)c(C(N)=O)c1-c1ccccc1 in HIF act: -2.7
Result for Cc1ccc(NC(=O)CCn2c(=O)[nH]c3ccsc3c2=O)cc1 in HIF act: -0.4

TRPC6 activator: hit marks shown above
| SMILES | TRPC4 potent | TRPC6 activator | TRPC4 block | TRPC4 agonist | MrgX1 antagonist | AI-2 QS mod | PolyA inh |
| --- | --- | --- | --- | --- | --- | --- | --- |
| COCCNC(=S)N1CCCN(c2nc3cc(C)ccc3cc2C#N)CC1 | i | 12* | i | i | i | -8 | i |

The listing continues.
SMILES	TRPC4 potent	TRPC6 activator	TRPC4 block	MrgX1 agonist	TRPC6 inh	TRPC4 agonist	MrgX1 antagonist	AI-2 QS mod	HIF act	MrgX1 PAM	PolyA inh
O=C(CN(c1ccccc1)S(=O)(=O)c1ccccc1)NCCSCc1ccco1	i	i	i	i	i	i	i	6	-0.3	i	i
COc1ccc(/C=N/NC(=O)c2cccnc2)cc1	i	i	i	i	i	i	i	31	-10	i	i
COc1ccc(NC(=O)Cn2nnc(C(=O)NCc3ccc4c(c3)OCO4)c2N)cc1	i	i	i	i	i	i	i	10	-0.3	i	i
N#C/C(=C(\O)CCl)c1nnc2n1CCCCC2	i	i	i	i	i	i	i	21	-0.2	i	i
CCC(=O)NNC(=O)CCC(=O)Nc1ccccc1	i	i	i	x	i	i	x	11	0.1	x	i
COC(=O)c1cc(=O)c2c([N+](=O)[O-])ccc(OC)c2o1	i	i	i	i	i	i	i	8	0.4	i	i
COc1ccc(-c2cn(-c3ccc(C)c(Cl)c3)c(=S)[nH]2)cc1OC	i	i	i	i	i	i	i	22	-12	i	i
COCCOC(=O)C1=C(C)N(Cc2ccccc2)C(=O)NC1c1ccc(OC)cc1 (stereo not drawn)	i	i	i	i	i	i	i	14	-0.6	i	i
CCOC(=O)c1n[nH]n2c1nc(=O)c1ccccc12	i	i	i	i	i	i	i	30	1.3	i	i
N#Cc1cc(Br)ccc1N=C1CCCN1c1ccccc1	i	i	i	i	i	i	i	10	-0.6	i	i
CCOCCCNC(=O)c1ccccc1Br	i	i	i	i	i	i	i	21	1.1	i	i
O=C(CSc1nnc(Cc2cc(=O)[nH]c(=O)[nH]2)n1-c1ccccc1)NCC1CCCO1 (stereo not drawn)	i	i	i	i	i	i	i	11	-0.3	i	i
CC(CC(=O)N1CCN(S(=O)(=O)c2ccccc2)CC1)n1cncn1 (stereo not drawn)	i	i	i	i	i	i	i	14	-0.2	i	i

Only part of the results is shown; the hit share may differ from the screen's.
